Screening results: PubChem, National Center for Advancing Translational Sciences (NCATS)
p53ts 39C tox – p53ts cell cytotoxicity, nonpermissive temperature; Potency, µM (series often up to 46.1 µM), without a hit: at the highest dose activity change, negative = cell killing, hits mostly cytotoxic; hit rate 1.5% among 130,000; H1299-p53A138V viability at 39C, ATP luminescence, 24 h; note: nearly all actives have a fitted effect of over 55% in size
p53ts 32C tox – kills p53ts cells at the permissive temperature; H1299-p53A138V at 32C, ATP luminescence viability, 24 h; Potency, µM (highest dose often 46.1 µM), for inactives: at the top dose activity change, negative = cytotoxicity, hits mostly cytotoxic; hit rate 0.93% among 130,000;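 note: 0% = DMSO and -100% = full killing by reference compound; nearly all actives have a fitted effect of over 55% in size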
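Cells: H1299 p53ts (A138V), 600/well, pre-incubated 16–30 h at 37C. Cpd up to 46 uM, 24 h, 32C. Readout: ATPlite luminescence, 20 min RT. Normalization: DMSO vs tamoxifen 100 uM. AC50 by Hill equation.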
Peg3 imprint – inducers of genomic imprint erasure in mouse ES cells. mouse ES Peg3-LacZ reporter, beta-gal luminescence, 40 h. hit rate 0.02% among 110,000. Potency, µM (doses to about 60.7 µM), without a hit: at the top dose activity change, positive = activation, most hits filed as activators. AID 1948;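 note: 0% = negative control wells on the plate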
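Readout: BetaGlo luminescence (5 min, room temp) for LacZ from the normally silent maternal Peg3 allele in female Peg3LacZ-Neo ES cells. Cells 300/well, 40 h, 37C, 5% CO2. Data normalized per plate to negative controls.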
IkB sig inh – IkB pathway inhibition in ABC-DLBCL cells; ABC-DLBCL IkBa-CBG/CBR dual luciferase ratio, 4 h; response scale: scaled: untreated 0%, proteasome inhibitor 100%; hit rate 0.04% among 110,000; Potency, µM (series often up to 57.1 µM), for the others: top-dose IkBa stabilization activation; AID 445; active = well fitted curve in the direction sought with a large enough effect in the signal ratio, not every such curve was filed as active; inconclusive = small, poorly fitted or top-dose-only effect, or a change in a side signal; the % refers to the signal ratio;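 note: the direction sought is a rising ratio; 0% = basal untreated cells and 100% = reference inhibitor full response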
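Curves were fitted separately to fusion (green), unfused (red) and ratio luminescence, then classed by r2, magnitude and activity. Cells: OCI-Ly3, 4 h compound plus doxycycline at 37C; 10 uM MG-132 defined full response.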
* = called active by the depositor; ? = inconclusive; . = not tested or not shown; & = joins results of further samples; [ ] = another dose, or the depositor's remark. Unless noted, calls come from the whole dose curve; as a rule, active = well fitted curve in the direction sought with a large enough effect; inconclusive = small, poorly fitted or top-dose-only effect, or another doubt; inactive = no such curve, though single readings can be large; an effect the other way counts as inactive or inconclusive. Unless noted, % is set by controls: 0 for no effect and ±100 for the full control effect; potency is the fitted concentration of half-maximal effect.

The first 3 entries (preview)
The line under a structure holds: p53ts 39C tox, p53ts 32C tox, Peg3 imprint, IkB sig inh
CCOc1cc2[nH]c(=O)n(CCc3ccc(OC)c(OC)c3)c(=O)c2cc1OCC
  2%, 0%, -2%, -0.7%
Cc1cc(C(=O)NCc2ccccc2)c2c(C)nn(-c3cccc(F)c3)c2n1
  1%, 0%, 6%[10.9 µM], ?
CCOC(=O)Cn1c(=O)n(CC2CCCO2)c2nc(-c3cccc(C)c3)nc(C(N)=O)c21 (stereo not drawn)
  -3%, -6%, -5%[10.9 µM], ?

This part in full, from the first entry:
The line under a structure holds: p53ts 39C tox, p53ts 32C tox, Peg3 imprint, IkB sig inh
CCOc1cc2[nH]c(=O)n(CCc3ccc(OC)c(OC)c3)c(=O)c2cc1OCC
  2%, 0%, -2%, -0.7%
Cc1cc(C(=O)NCc2ccccc2)c2c(C)nn(-c3cccc(F)c3)c2n1
  1%, 0%, 6%[10.9 µM], ?
CCOC(=O)Cn1c(=O)n(CC2CCCO2)c2nc(-c3cccc(C)c3)nc(C(N)=O)c21 (stereo not drawn)
  -3%, -6%, -5%[10.9 µM], ?
CCOC(=O)C1=C(C)Nc2ncnn2C1c1cc(Br)ccc1F (stereo not drawn)
  4%, 2%, -12%, -0.6%
O=C(NCCCN1CCCC1=O)c1ccc2c(c1)NC(=O)C(N1CCOCC1)S2 (stereo not drawn)
  -19%, -2%, -8%, -0.7%
O=C(c1ccc(C(=O)N2CCN(c3ccccc3F)CC2)nc1)N1CCN(c2ccccc2F)CC1
  -3%, 15%, -7%, 0.0%
O=C(NCCSc1c[nH]c2ccccc12)c1ccccc1Cl
  1%, -1%, -15%[10.9 µM], ?
COc1ccc(CCNC(=O)c2cc(=O)[nH]c3ccc(Br)cc23)cc1OC
  -4%, -4%, ., .
CC(=O)C1=C(c2ccc(Cl)c(Cl)c2)N(C(C)=O)n2cnnc2S1
  101%[activator], 2%, -35%[inhibitor][10.9 µM], ?
COc1cccc(NC2=NC3(CCCCC3)N=C(N)N2)c1
  11%, 3%, -4%, 1.0%
COC(=O)CSc1nc(N2CCCCC2)c2c(c1C#N)CCCC2
  -4%, 17%, -19%, 7.1%
Cc1ccc(N(C)S(=O)(=O)c2ccc3[nH]c(=O)ccc3c2)cc1
  -4%, -11%, -11%[10.9 µM], ?
COc1ccc(C2=NC(C)(C)N(CC(=O)Nc3cc(OC)cc(OC)c3)C2=O)cc1
  -9%, -6%, 18%[10.9 µM], 2.0%
Cc1cccc(OCC(=O)Nc2ccccc2N2CCCCC2)c1
  -4%, 10%, -28%, 0.1%
CC(C)C(=O)Nc1cccc(S(=O)(=O)c2cccc(NC(=O)C(C)C)c2)c1
  -9%, -17%, ., .
ON=C1CCCCC1
  4%, 6%[1.84 µM], -2%, 3.3%
O=C(c1cc2ccccc2oc1=O)N1CCCN(C(=O)c2cc3ccccc3oc2=O)CC1
  -3%, 10%, -2%, 1.3%
COc1ccc(-c2nc(C#N)c(NCCc3ccccc3)o2)cc1
  -3%&-5%, 10%&-2%, 3%, -1.1%
Cc1c(C(=O)Nc2ccc(F)cc2F)nnn1-c1ccccc1Br
  1%, 7%, -7%[10.9 µM], 0.6%
COC(=O)c1ccc(NC(=O)C23CC4CC(C2)CC(n2cncn2)(C4)C3)cc1
  22%, 3%, ., .
COc1ccc(CCn2c(N3CCN(Cc4ccccc4)CC3)nc3c2c(=O)[nH]c(=O)n3C)cc1
  -1%, -4%, -5%, -1.2%
COc1cc2ccccc2cc1C(=O)N1CCN(c2nc3ccc(F)cc3s2)CC1
  -10%, -6%, 29%[10.9 µM], ?
Cc1cc(N)n2ncc(-c3ccccc3)c2n1
  10µM*, ?, 3%, ?
Cc1ccc(N2C(=O)C3C(C2=O)C2C=CC3C23CC3)cc1 (stereo not drawn)
  ?, ?, 4%, 1.8%
CC(c1nnc(SCC(=O)Nc2sccc2C#N)n1-c1ccc(Cl)cc1)N(C)C (stereo not drawn)
  -2%, 0%, -8%, 2.8%
O=C(Nc1ccc(Cl)cc1)N1CCSCC1
  -17%, 2%, -44%[inhibitor], 2.1%
Cc1nc2sc(C(c3ccccc3)N3CCOCC3)c(O)n2n1 (stereo not drawn)
  -2%, 5%, ., .
O=C(N/N=C/c1ccccn1)c1cc(-c2cccc3ccccc23)n[nH]1
  -23%, -13%, ., .
COc1ccccc1N1CCN(S(=O)(=O)c2c(C)sc3ncn(CC(=O)N(C)c4ccc(Cl)cc4)c(=O)c23)CC1
  -18%, 2%, -14%[10.9 µM], ?
Cc1nc(N2CCN(Cc3ccccc3)CC2)c(C#N)c2c1COC(C)(C)C2
  16%, ?, ., .
COc1ccc2[nH]cc(CCNc3cc(-c4ccccc4C(F)(F)F)ncn3)c2c1
  -8%, -6%, -19%, 0.7%[11.4 µM]
CCOc1ccccc1NC(=O)c1c(NC(=O)c2ccccc2)sc2c1CCCC2
  31%[activator], -3%, -2%[10.9 µM], ?
O=C(O)C[C@H](Cc1ccc2c(c1)OCO2)C(=O)O
  -16%[9.22 µM], -11%[9.22 µM], -1%[10.9 µM], -0.3%[11.4 µM]
Cc1ccc(Nc2nnc(SC3CCOC3=O)s2)cc1 (stereo not drawn)
  8%, 4%, ., .
Cc1ccc2oc(-c3ccc(NC(=O)c4ccc5c(c4)OCO5)cc3)nc2c1
  7%, 6%, -17%, -2.7%
COc1ccc(S(=O)(=O)Nc2nnc(C(C)C)s2)cc1
  0%, -1%, 30%, 0.8%
CCOC(=O)c1cccc(NC(=O)C2CCN(S(=O)(=O)c3cn(C)cn3)CC2)c1
  2%, 6%, 6%[10.9 µM], ?
CCOc1ccc(N(CC(=O)NC2CCCC(C)C2C)S(=O)(=O)c2c(C)noc2C)cc1 (stereo not drawn)
  -8%, 5%, -11%, -0.5%
O=C(NCN1CCN(c2ccccn2)CC1)c1cnccn1
  8%, 4%, 0%, 1.0%
COc1ccc2cc(C(=O)NCc3ccc4c(c3)CCN4C(=O)c3ccc(F)cc3)[nH]c2c1
  -17%, -1%, -14%[10.9 µM], ?
CCOC(=O)COc1ccc2cc(C(=O)OCC)c(=O)oc2c1
  -4%, ?, -17%, -1.0%
CCN(CC)S(=O)(=O)c1ccc(OCC(=O)NCc2ccccc2)cc1
  -8%, -9%, -16%, 1.2%
COc1ccc(OC)c(-n2nnnc2SCC(=O)Nc2ccc(C(=O)N3CCCCC3)cc2)c1
  -1%, 10%, -20%, 0.5%
CSC1=NCCN1C(=O)C(C)Oc1ccccc1 (stereo not drawn)
  -10%, -6%, -5%, 0.7%
Cc1ccc(C(=O)CSc2ncn[nH]2)cc1
  -9%, -14%, -61%[inhibitor], -2.1%

Given with bars between the fields: 4 of the compounds above
molecule | p53ts 39C tox | p53ts 32C tox | Peg3 imprint | IkB sig inh
CCOc1ccccc1NC(=O)c1c(NC(=O)c2ccccc2)sc2c1CCCC2 | 31%[activator] | -3% | -2%[10.9 µM] | ?
O=C(O)C[C@H](Cc1ccc2c(c1)OCO2)C(=O)O | -16%[9.22 µM] | -11%[9.22 µM] | -1%[10.9 µM] | -0.3%[11.4 µM]
Cc1ccc(Nc2nnc(SC3CCOC3=O)s2)cc1 (stereo not drawn) | 8% | 4% | . | .
COc1ccc2cc(C(=O)NCc3ccc4c(c3)CCN4C(=O)c3ccc(F)cc3)[nH]c2c1 | -17% | -1% | -14%[10.9 µM] | ?

More results follow:
The line under a structure holds: p53ts 39C tox, p53ts 32C tox, Peg3 imprint, IkB sig inh
Cc1ccc(-c2nc(-c3cc4cccc(OCc5ccccc5F)c4oc3=O)no2)cc1
  -3%, ?, -5%[10.9 µM], ?
O=C1CSC(c2cn(-c3ccccc3)nc2-c2cccs2)N1CC1CCCO1 (stereo not drawn)
  -15%, 10%, -13%, 2.7%
Cc1nc(N)sc1-c1nnc(SCC(=O)Nc2nccs2)n1C
  6%, 0%, -3%, 1.4%
N#CCCn1c(=O)c(-c2cccs2)nc2cnc(Oc3cccc(Cl)c3)nc21
  -1%, -1%, ., -1.1%[11.4 µM]
Cc1ccccc1OCc1nnc(SCc2cc(=O)c3cccc(F)c3[nH]2)n1C
  2%, -8%, -2%[10.9 µM], ?
O=C(CN1C(=O)C2C3C=CC(C3)C2C1=O)Nc1ccc2c(c1)OCCO2 (stereo not drawn)
  -19%, -12%, -11%, 1.6%
CCOC(=O)CNC(=O)CN1C(=O)CCS(=O)(=O)c2ccccc21
  -5%, -4%, -9%, -2.4%
Cc1ccc(CNC(=O)Cc2ccc(NC(=O)N3CCSc4ncccc43)cc2)cc1
  -14%, -12%, 14%[10.9 µM], ?
COc1cc(NC(=O)c2ccccc2Cl)c(OC)cc1NC(=O)CN1CCOCC1
  1%, 0%, -7%, -1.3%
Cc1ccc(NC(=O)CCC(=O)N2CCSc3ccccc32)cc1
  -21%, -5%, 14%[10.9 µM], ?
COc1cc(CNC2CCCC2)cc(OC)c1
  -7%, -7%, -3%, 2.2%
COc1ccc2c(c1)c(=O)oc1cc(OCC(=O)N3CCCC(C)C3)ccc12 (stereo not drawn)
  -13%, -10%, -21%, ?
Cc1ccc(-n2ncc(C(=O)Nc3ccc4c(c3)OCCO4)c2C2CCN(C(=O)OC(C)(C)C)CC2)cc1
  -3%, 0%, 5%[10.9 µM], ?
COc1cc(NC(=O)c2cc(-c3cccs3)on2)c(OC)cc1Cl
  19%, 4%, -7%[10.9 µM], 1.6%
COc1ccc(-c2ccc(=O)n(CC(=O)NCc3ccco3)n2)cc1
  5%, 19%, 1%, -0.5%
COc1ccc(S(=O)(=O)NCc2csc(C)n2)cc1
  8%, 11%, -2%, 2.1%
Cn1nnnc1NCc1c(F)cccc1Cl
  -2%, 0%, -3%, -2.6%
Cc1ccccc1Nc1c(-c2cccs2)nc2cccc(C)n12
  0%, 11%, -7%[10.9 µM], ?
CC1=C(C(=O)NCc2ccccc2)C(c2ccc(C)o2)n2ncnc2N1 (stereo not drawn)
  17%, 6%, -8%, 2.6%
CCc1nnc(NC(=O)c2sc3nc4c(cc3c2N)CCCCCC4)s1
  -22%, -22%, ., .
CCOc1ccc(C(=O)N2CCC(c3ccncc3)CC2)cc1
  -16%, -4%, -16%[10.9 µM], -1.6%
N#Cc1cc2c(=O)n3ccccc3nc2n(-c2nnc(SCc3ccccc3)s2)c1=O
  -10%, 4%, 14%[10.9 µM], -0.3%
COc1ccc(Cn2c(C(=O)O)c(CNCc3ccc(OC)cc3OC)c3ccc(C)cc32)cc1
  -26%, 4%, -4%[10.9 µM], ?
CC(C)(CN)SCc1ccccc1
  -8%[9.22 µM], 0%[9.22 µM], -10%[10.9 µM], -0.1%[11.4 µM]
Cc1ccc(C)c(NC(=O)Cn2cc(C(=O)C3CCCCC3)c3ccccc32)c1
  -18%, -1%, 5%[10.9 µM], ?
COc1ccc(-c2cc3nc(N)cc(=O)n3[nH]2)cc1
  -9%, 6%, -12%[10.9 µM], -0.9%
CCN(CC)c1ccc(NC(=O)c2ccco2)cc1
  10µM*, 10µM*, -36%[inhibitor], 4.9%
Cc1ccc(-c2nc3sc(CCNC(=O)c4ccco4)c(C)n3n2)cc1
  ?, ?, 28%[10.9 µM], ?
CCCc1nc2ccccc2n2c(-c3ccc(C)cc3)c3c(=O)n(C)c(=O)n(C)c3c12
  19%, 7%, -3%[10.9 µM], ?
CCCn1c(SCC(=O)NCC2CCCO2)nc2c1c(=O)n(C)c(=O)n2C (stereo not drawn)
  3%, 3%, -4%, -1.3%
NC(=O)C1CCN(c2nc(C3CC3)nc3c2nnn3Cc2ccccc2Cl)CC1
  10%, -24%, 10%, 1.5%
COc1ccc(CNC(=O)c2ccc(CS(=O)(=O)c3ccc(OC)cc3)o2)cc1
  9%, 6%, -14%[10.9 µM], 1.9%
CCN1CC2=C(OC(N)=C(C#N)C2c2cccs2)/C(=C/c2cccs2)C1 (stereo not drawn)
  -18%, -1%, -8%, ?
COC(=O)[C@@]1(Cc2ccc(OC)cc2)[C@H]2c3cc(C(=O)N(C)C)n(Cc4ccc(C(F)(F)F)nc4)c3C[C@H]2CN1C(=O)c1ccccc1
  -7%, 4%, -10%, .
COc1cccc2c(=O)c3c(cnn3C)n(C)c12
  5%, 7%, -24%, -0.9%
